Bioassay records from PubChem BioAssay.
PLCg1 inh: inhibitors of human phospholipase C gamma1. P19174. purified PLC-gamma1, fluorogenic substrate, fluorescence. inhibition, % at 12.2 µM. 370,000 compounds, 0.84% hits; in the data active = inhibition above about 9.5%
ARFGAP1 inh: inhibitors of rat ARFGAP1; inhibition, % at 16.5 µM; 360,000 compounds, 0.26% hits; Q62848; Arfgap1-stimulated ARF1 GTP hydrolysis, GDP FP detection;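 active = inhibition above a per-plate limit, mean inhibition of low control wells plus 3 SD, cut at about 25% in these data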;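 also: 0% = DMSO wells with enzyme and 100% = wells lacking Arfgap1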
Target sequence (Q62848 1-136 limits assumed): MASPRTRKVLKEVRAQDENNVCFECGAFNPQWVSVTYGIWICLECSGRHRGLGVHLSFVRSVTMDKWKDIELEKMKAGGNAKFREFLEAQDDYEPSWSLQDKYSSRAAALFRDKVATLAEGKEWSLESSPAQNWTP
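Assay system: Rat Arfgap1 GAP domain (His6, aa 1-136), purified enzyme | Buffer or medium: HEPES 25 mM pH 7.5, NaCl 150 mM, MgCl2, DTT | Schedule: GTP hydrolysis reaction 2 h at 25 °C | Signal: FP of antibody-bound GDP Alexa 633 tracer, ex 620/em 688 nm | Measure: Percent inhibition of Arfgap1-stimulated GTP hydrolysis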
UHRF1 binding: human UHRF1 methylated DNA binding inhibitors. AID 687016. UHRF1 binding to methylated oligo, TR-FRET. 370,000 compounds, 0.75% hits. inhibition, % at 4.4 µM. Q96T88; in the data active = inhibition above about 21%;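 also: UHRF1 SRA domain binding a hemimethylated CpG hairpin DNA probe; 0% = median of test compound wells and 100% = reference inhibitor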
DDE Tn7 FP inh: DD(E)-Tn7 binding inhibition, primary FP screen; P02675; FP displacement of FITC-Tn7 peptide from fibrin DD(E); 0% = median of compound wells per plate; inhibition, % at 8.3 µM; 370,000 compounds, 0.13% hits; AID 720508;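 active = inhibition above the mean of compounds falling within the control limits plus 3 SD of them, cut at about 14% in these data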;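 also: 0% = plate median of compound wells and 100% = 10 µM Aha-Tn7 peptide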
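Test system: human clot-derived fibrin DD(E) complex / Quantity: 2 µM final DD(E) protein / Incubation: 10 min plus 3 h, room temperature / Measured by: fluorescence polarization / Benchmarks: high control of 10 µM Aha-Tn7 peptide / Replicates: singlicate testing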
PLC-beta3 inh: PLC-beta3 (human) inhibition, primary screen. Q01970. Purified PLC-beta3, fluorogenic substrate, fluorescence. inhibition, % at 12.2 µM. 370,000 compounds, 0.18% hits. AID 720704; in the data active = inhibition above about 11%;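 also: 0% = median of compound wells on plate and 100% = full blocker control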
sPLA2-III inh: Inhibits HGIII-sPLA2 liposome hydrolysis, primary screen; Q9NZ20; QFRET BODIPY PC-A2 liposome hydrolysis, fluorescence; inhibition, % at 12.2 µM; 370,000 compounds, 0.56% hits;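 active = inhibition above mean plus 3 SD of compounds lying within the high and low control bounds, cut at about 19% in these data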;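 also: 0% = median of test compound wells and 100% = no enzyme DMSO wells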
Target sequence (Q9NZ20 whole entry, looked up): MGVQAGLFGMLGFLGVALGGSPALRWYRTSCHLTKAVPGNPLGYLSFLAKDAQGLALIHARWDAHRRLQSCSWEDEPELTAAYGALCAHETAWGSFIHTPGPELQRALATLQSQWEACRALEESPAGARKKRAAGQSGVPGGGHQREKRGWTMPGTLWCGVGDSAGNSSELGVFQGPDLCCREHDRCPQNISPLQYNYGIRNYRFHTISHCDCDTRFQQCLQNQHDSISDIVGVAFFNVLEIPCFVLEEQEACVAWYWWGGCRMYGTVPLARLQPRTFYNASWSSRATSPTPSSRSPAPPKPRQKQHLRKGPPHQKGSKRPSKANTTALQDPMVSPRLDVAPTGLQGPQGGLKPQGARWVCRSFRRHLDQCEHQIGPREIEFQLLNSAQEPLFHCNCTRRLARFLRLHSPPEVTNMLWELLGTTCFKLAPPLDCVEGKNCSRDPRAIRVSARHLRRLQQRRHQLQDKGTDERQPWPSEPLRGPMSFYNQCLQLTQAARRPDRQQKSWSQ
DDE Tn6 FP inh: disrupts Tn6 cyclic peptide binding to fibrin D-Dimer-E complex; Fibrin DD(E) TRITC-Tn6 fluorescence polarization displacement; inhibition, % at 8.3 µM; 370,000 compounds, 0.21% hits; AID 720509;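 active = inhibition above a per-campaign cutoff: mean of compounds within control limits plus 3 SD, cut at about 15% in these data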;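 also: 0% = median of all compound wells on the plate and 100% = blocking peptide control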
proKLK7 act: activates the human kallikrein-7 zymogen | P49862 | purified proKLK7, EDANS-DABCYL substrate fluorescence; 100% is mature enzyme control, 0% vehicle | activation, % at 7 µM | 370,000 compounds, 0.9% hits;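 active = activation above the mean of all tested compounds plus 3 SD, computed per campaign excluding outliers beyond control limits, cut at about 13% in these data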
Target sequence (P49862 whole entry, looked up): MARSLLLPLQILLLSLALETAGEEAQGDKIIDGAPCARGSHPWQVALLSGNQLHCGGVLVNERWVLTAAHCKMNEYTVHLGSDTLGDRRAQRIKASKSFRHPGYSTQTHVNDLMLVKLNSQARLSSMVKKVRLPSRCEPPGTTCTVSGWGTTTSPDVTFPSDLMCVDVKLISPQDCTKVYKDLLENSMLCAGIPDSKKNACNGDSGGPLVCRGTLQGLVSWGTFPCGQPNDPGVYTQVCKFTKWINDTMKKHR
ASAP1 GAP inh: inhibitors of human ASAP1 ArfGAP activity; Q9ULH1; ASAP1-stimulated ARF1 GTP hydrolysis, GDP FP detection; inhibition, % at 16.5 µM; 360,000 compounds, 0.19% hits; in the data active = inhibition above about 25%;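 also: 0% = vehicle with enzyme and substrate and 100% = no enzyme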
Rev-erbA mod: modulates human Rev-erb alpha binding to DNA. Rev-erbα–FITC-DNA binding, fluorescence polarization, 90 min. activity, % at 10 µM. 370,000 compounds, 0.79% hits. AID 1259318;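 active = activity above about 14%, limit read from the data; passing the limit was not always enough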;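 also: 0% = DMSO wells with 35 nM protein and 100% = DMSO wells with 750 nM protein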
An asterisk follows results filed as active; / = not tested or not shown; & = joins results of further samples.

entry	Compound	PLCg1 inh	ARFGAP1 inh	UHRF1 binding	DDE Tn7 FP inh	PLC-beta3 inh
1	O=C(CCOc1ccccc1)Nc1ccc(Cl)c(S(=O)(=O)N2CCOCC2)c1	0	-7	-3	1	0
2	O=C(CNCC1CCCO1)NCc1ccco1 (stereo not drawn)	-2	3	0	3	1
3	Cc1[nH]c(C)c(S(=O)(=O)N2CCCCC2C)c1C(=O)N1CCCC1 (stereo not drawn)	-2	0	-1	-7	-3
4	Cc1nc(Nc2ccc3c(c2)OCCO3)c2nnn(Cc3ccccc3Cl)c2n1	-119	-1	-3	-1	-185
5	COc1ccccc1N(CC(=O)NCCSCc1ccco1)S(=O)(=O)c1ccccc1	0	-4	-2	3	-3
6	Cc1cccc(C(=O)N2CCCC(Nc3ccc(C(C)C)cc3)C2)n1 (stereo not drawn)	0	4	22*	-2	-3
7	Cn1ccnc1C(=O)C1CCCN(Cc2cn[nH]c2-c2ccc(-c3ccccc3)cc2)C1 (stereo not drawn)	2	3	-2	2	-5
8	CCN(CC)C(=O)Cn1cc(C(=O)C(=O)N2CCc3ccccc32)c2ccccc21	4	10	2	0	-4

entry	sPLA2-III inh	DDE Tn6 FP inh	proKLK7 act	ASAP1 GAP inh	Rev-erbA mod
1	-9	6	0.4	4	5
2	3	-2	0.5	-1	-4
3	-1	-2	0.2	4	-4
4	-8	1	-640	-2	4
5	-7	-4	-0.8	-9	1
6	3	0	0.4	6	2
7	-39	-5	0.0	1	2
8	-8	5	-0.7	-10	-8

entry	Compound	PLCg1 inh	ARFGAP1 inh	UHRF1 binding	DDE Tn7 FP inh	PLC-beta3 inh
9	CCCS(=O)(=O)c1nc(S(=O)(=O)c2ccc(C)cc2)c(N2CCN(CCO)CC2)s1	0	-6	0	-1	-4
10	CCOC(=O)C1(Cc2ccc(OC)cc2)CCN(C(=O)CCN2CCCC2=O)CC1	2	0	1	-3	-4
11	NC(=O)CSc1nnc(Cc2ccc3c(c2)OCO3)o1	3	-13	0	-1	-4
12	Cc1ccc(/C=C/C(=O)NCCc2cccc(Cl)c2)o1	-3	6	1	-2	-13
13	Cc1ccc(/C=N/N2CCN(c3ccc(Cl)cc3)CC2)o1	-1	6	3	7	3
14	Cc1ccc(CNC(=O)c2ccc(N3CCC4(CC3)CC(c3cccc(Br)c3)=NO4)c([N+](=O)[O-])c2)cc1	2	6	1	-1	4
15	O=C(c1cc(-c2ccco2)on1)N1CCN(C(c2ccccc2)c2ccccc2)CC1	-3	-9	0	4	-4
16	Cc1cc(C(=O)COc2ccc3ccc(=O)oc3c2)c(C)n1Cc1cccs1	-171	18	9	1	-199

entry	sPLA2-III inh	DDE Tn6 FP inh	proKLK7 act	ASAP1 GAP inh	Rev-erbA mod
9	-1	2	0.4	12	-5
10	1	1	-0.1	-1	3
11	-1	-13	0.0	7	2
12	0	-5	-0.1	5	1
13	7	3	-0.3	-3	-8
14	5	-3	-0.5	3	1
15	-1	-2	-0.6	8	-1
16	21*	-12	78*	11	9

Complete entries, quoted from the list. Order of screens: PLCg1 inh, ARFGAP1 inh, UHRF1 binding, DDE Tn7 FP inh, PLC-beta3 inh, sPLA2-III inh, DDE Tn6 FP inh, proKLK7 act, ASAP1 GAP inh, Rev-erbA mod
Cc1ccc(CNC(=O)c2ccc(N3CCC4(CC3)CC(c3cccc(Br)c3)=NO4)c([N+](=O)[O-])c2)cc1 in the list: 2, 6, 1, -1, 4, 5, -3, -0.5, 3, 1
Cc1cc(C(=O)COc2ccc3ccc(=O)oc3c2)c(C)n1Cc1cccs1 in the list: -171, 18, 9, 1, -199, 21*, -12, 78*, 11, 9
Cc1ccc(/C=C/C(=O)NCCc2cccc(Cl)c2)o1 in the list: -3, 6, 1, -2, -13, 0, -5, -0.1, 5, 1
CCCS(=O)(=O)c1nc(S(=O)(=O)c2ccc(C)cc2)c(N2CCN(CCO)CC2)s1 in the list: 0, -6, 0, -1, -4, -1, 2, 0.4, 12, -5

Continuation.
entry	Compound	PLCg1 inh	ARFGAP1 inh	UHRF1 binding	DDE Tn7 FP inh	PLC-beta3 inh
17	CN(C)/C=C1\SC(=S)N(c2ccc(F)cc2)C1=O	-2	9	-1	-1	3
18	CC(C)C[C@H](NC(=O)c1nc[nH]c1C(=O)NC(c1ccccc1)c1ccccc1)C(=O)OC(C)(C)C	4	13	-1	0	6
19	CCc1ccc(Oc2nnnn2-c2ccc(C(N)=O)cc2)cc1	-1	-4	-3	-14	-8
20	CCOC(=O)c1c(NC(=O)c2nn(CC)cc2Br)c(C#N)cn1-c1ccccc1	5	-3	0	-6	6
21	C=CCOc1ccc(C2NC(=O)c3ccccc3O2)cc1OCC (stereo not drawn)	-5	-2	-4	3	-6
22	O=C(O)C1C2C=CC(O2)C1C(=O)Nc1ccc(S(=O)(=O)N2CCc3ccccc32)cc1 (stereo not drawn)	-2	-2	2	2	-1
23	O=C(NC(=S)NCCN1CCOCC1)c1ccccc1Br	-2	-5	1	4	3
24	CC1(Cc2cccc(C(F)(F)F)c2)C(=O)Nc2c(Cl)cccc21 (stereo not drawn)	-1	-13	0	7	0

entry	sPLA2-III inh	DDE Tn6 FP inh	proKLK7 act	ASAP1 GAP inh	Rev-erbA mod
17	8	4	0.4	16	-1
18	-13	-9	0.6	9	7
19	-11	-2	-0.1	-3	2
20	0	2	-0.4	-1	-4
21	4	-5	-2.4	-10	4
22	-3	-7	-0.3	-1	0
23	12	-1	-0.4	-15	-6
24	3	2	0.4	0	-3

entry	Compound	PLCg1 inh	ARFGAP1 inh	UHRF1 binding	DDE Tn7 FP inh	PLC-beta3 inh
25	O=C(Nc1ccc(Cl)c(S(=O)(=O)N2CCOCC2)c1)c1ccccc1-c1ccc(C(F)(F)F)cc1	5	-2	1	3	2
26	CC(OC(=O)CCc1nc2ccccc2c(=O)[nH]1)C(=O)NC1CCCC1 (stereo not drawn)	2	4	1	-6	2
27	Nc1nc(Nc2ccccc2F)nc(NC2CCCCC2)c1[N+](=O)[O-]	3	7	0	-7	-4
28	Cc1cccc(NC(=O)CN2CCN(C(=O)c3ccc(-c4nc5ccccc5s4)o3)CC2)c1C	-3	16	1	3	-7
29	CCc1ccc(OCC(O)CN2CCN(c3ccccc3)CC2)cc1 (stereo not drawn)	-1&1	-7&14	2&7	-5&1	1&-7
30	O=C(CN(c1ccc(F)cc1)S(=O)(=O)c1ccc2c(c1)OCCO2)NCC1CCCO1 (stereo not drawn)	3	11	2	-5	-3
31	CC(=O)c1sc(-c2ccc(F)cc2)cc1NS(=O)(=O)c1ccccc1	-2	7	5	1	-5
32	CC(=O)c1ccc(N2CCN(C(=O)C3CCN(S(=O)(=O)c4ccc5c(c4)CC(C)N5C(C)=O)CC3)CC2)cc1 (stereo not drawn)	-8	-6	0	1	-15

entry	sPLA2-III inh	DDE Tn6 FP inh	proKLK7 act	ASAP1 GAP inh	Rev-erbA mod
25	3	0	-0.4	3	-3
26	0	-4	0.5	0	6
27	-5	2	-0.5	-16	-2
28	7	0	0.1	18	-10
29	6&-2	4&-3	0.4&0.0	4&-1	-6&-2
30	7	-7	0.3	0	-8
31	3	7	0.4	-5	0
32	-2	2	1.0	-11	2

entry	Compound	PLCg1 inh	ARFGAP1 inh	UHRF1 binding	DDE Tn7 FP inh	PLC-beta3 inh
33	O=C(Cn1c2ccccc2c(=O)c2ccccc21)N/N=C/c1cc([N+](=O)[O-])ccc1N1CCCCCC1	-42	20	-5	-4	-54
34	N#Cc1nnn2c1nc(N)c1c(F)cccc12	-20	-4	11	-7	-32
35	NCCSC1CC(=O)N(Cc2ccc(F)cc2)C1=O (stereo not drawn)	-1	2	0	2	-5
36	Cc1ccc(C(=O)Nc2ccc(N3CCOCC3)c3nonc23)cc1[N+](=O)[O-]	-1	1	-7	-7	-10
37	CC(=O)N1c2ccc(S(=O)(=O)N3CCC(C(=O)N4CCN(c5ccccc5F)CC4)CC3)cc2CC1C (stereo not drawn)	3	9	1	2	-1
38	O=C(NC1CCCC1)c1ccc(Cl)s1	-1	-3	3	-7	-4
39	Cc1ccc2nc(-c3ccco3)c(Cc3ccccc3C(F)(F)F)n2c1	-35	8	16	2	-49
40	NC(=O)C1CCN(c2nc(-c3ccccc3N)cs2)CC1	0	-19	1	-5	1

entry	sPLA2-III inh	DDE Tn6 FP inh	proKLK7 act	ASAP1 GAP inh	Rev-erbA mod
33	-4	5	0.8	37*	-33
34	9	-2	1.7	-2	4
35	1	5	-0.5	4	0
36	-11	-2	0.2	4	-2
37	-10	12	0.1	-4	3
38	6	0	-0.2	-8	0
39	-13	0	-0.7	10	1
40	1	-4	0.2	9	-2

entry	Compound	PLCg1 inh	ARFGAP1 inh	UHRF1 binding	DDE Tn7 FP inh	PLC-beta3 inh
41	CCN(CC1CCCO1)C(=O)CCc1nnc(CCc2ccc(OC)cc2)o1 (stereo not drawn)	-2	-7	3	0	-7
42	CCOC(=O)C1CCN(C(=O)COc2ccc([N+](=O)[O-])cc2)CC1	0	1	-1	3	-2
43	O=C(/C=C/c1ccc(Cl)cc1)NC(=S)Nc1ccc(N2CCOCC2)c(Cl)c1	-1	-1	0	4	-2
44	COC(CNC(=O)[C@H](Cc1ccccc1)NC1(C(=O)NC2CCCCC2)CCC1)OC	-2	/	1	6	-1
45	Cc1ccc2c(c1)N(CCCC(=O)NCc1c(F)cccc1F)C(=O)CO2	-1	/	1	9	-4
46	Cc1nn(-c2ccccc2)c2c1C1(C(=O)N3c4c(cccc41)C(C)CC3(C)C)C(C#N)=C(N)O2 (stereo not drawn)	1	-10	-11	-6	-2
47	COc1ccccc1NC(=S)NNC(=O)c1c(Cl)c(C)nn1C	-1	-8	-3	1	-1
48	O=C(CN1C(=O)/C(=C/c2ccccc2)SC1=S)Nc1ncc(Cc2ccccc2)s1	-2	12	-4	-1	-2
49	CCOC(=O)c1[nH]c(C)c(C(=O)OCC(=O)N2CCCCC2C)c1C (stereo not drawn)	1	9	0	2	2
50	CCC1=Nc2cc(C(=O)NCCCN3CCOCC3)ccc2Sc2ccccc21	5	-3	0	-3	-5
51	O=C1CCCN1CC(O)CS(=O)(=O)c1ccc(Cl)cc1 (stereo not drawn)	-1	9	1	4	1

entry	sPLA2-III inh	DDE Tn6 FP inh	proKLK7 act	ASAP1 GAP inh	Rev-erbA mod
41	-2	5	0.3	-6	-5
42	4	3	0.3	-3	3
43	0	-5	-0.9	-5	0
44	1	2	/	/	-3
45	11	4	0.3	/	-1
46	-15	1	0.0	-3	1
47	-7	8	0.6	3	-3
48	-1	0	0.0	4	5
49	-5	7	0.2	4	0
50	-5	-4	-0.5	14	4
51	3	1	0.1	-3	-4
